PTHR1 ag: qHTS for PTHR1 Agonists: Primary Screen; Parathyroid hormone/parathyroid hormone-related peptide receptor (Homo sapiens), Q03431; HEK293 GP2 PTHR1 cells, GloSensor cAMP luminescence, 1 h; Potency, µM (titrated, usually from 115 µM), for the others: top-dose activation, actives largely listed as activators; 410,000 compounds, 0.075% hits; AID 743266, 2014; also: nearly all actives have a fitted effect of over 55% in size; some results filed as inactive show a strong effect at the top dose; inactives centre near -15; many of its hits are not listed in these tables
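HEK-293-derived GP2 cells expressing PTHR1 and a GloSensor cAMP reporter, 3,000/well, plated overnight, given luciferin plus IBMX (each 0.5 mM as added) for 1 h at 37 °C, then compound for 1 h at 37 °C. Luminescence was read after 15 min at room temperature.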
aSyn yeast inh: qHTS of alpha-syn Inhibitors. Yeast expressing alpha-synuclein, growth rescue, BacTiter-Glo, 24 h. Potency, µM (titrated, usually from 46.1 µM), for inactives: at the top dose growth rescue (activation), usual class: activators. 370,000 compounds, 0.14% hits. AID 652106, 2013; also: % of control where 0% means no effect; nearly all actives have a fitted effect of over 65% in size
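Rescue of yeast growth: cells expressing toxic alpha-synuclein, induced in galactose at OD600 0.02, incubated with compound 24 h at 30 C. ATP luminescence quantified growth; inhibitors of toxicity appear as activators.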
EPAC2 agonist: qHTS for Agonist of cAMP-regulated guanine nucleotide exchange factor 4 (EPAC2): primary screen | EPAC2 activation, biochemical qHTS; response scale: 100% = 6.5 mM cAMP response | Potency, µM (doses to about 154 µM), for the others: at the top dose activation, hits mostly activators | 360,000 compounds, 0.079% hits | AID 720711, 2013; also: nearly all actives have a fitted effect of over 50% in size
Target sequence (Q8WZA2 whole entry, looked up): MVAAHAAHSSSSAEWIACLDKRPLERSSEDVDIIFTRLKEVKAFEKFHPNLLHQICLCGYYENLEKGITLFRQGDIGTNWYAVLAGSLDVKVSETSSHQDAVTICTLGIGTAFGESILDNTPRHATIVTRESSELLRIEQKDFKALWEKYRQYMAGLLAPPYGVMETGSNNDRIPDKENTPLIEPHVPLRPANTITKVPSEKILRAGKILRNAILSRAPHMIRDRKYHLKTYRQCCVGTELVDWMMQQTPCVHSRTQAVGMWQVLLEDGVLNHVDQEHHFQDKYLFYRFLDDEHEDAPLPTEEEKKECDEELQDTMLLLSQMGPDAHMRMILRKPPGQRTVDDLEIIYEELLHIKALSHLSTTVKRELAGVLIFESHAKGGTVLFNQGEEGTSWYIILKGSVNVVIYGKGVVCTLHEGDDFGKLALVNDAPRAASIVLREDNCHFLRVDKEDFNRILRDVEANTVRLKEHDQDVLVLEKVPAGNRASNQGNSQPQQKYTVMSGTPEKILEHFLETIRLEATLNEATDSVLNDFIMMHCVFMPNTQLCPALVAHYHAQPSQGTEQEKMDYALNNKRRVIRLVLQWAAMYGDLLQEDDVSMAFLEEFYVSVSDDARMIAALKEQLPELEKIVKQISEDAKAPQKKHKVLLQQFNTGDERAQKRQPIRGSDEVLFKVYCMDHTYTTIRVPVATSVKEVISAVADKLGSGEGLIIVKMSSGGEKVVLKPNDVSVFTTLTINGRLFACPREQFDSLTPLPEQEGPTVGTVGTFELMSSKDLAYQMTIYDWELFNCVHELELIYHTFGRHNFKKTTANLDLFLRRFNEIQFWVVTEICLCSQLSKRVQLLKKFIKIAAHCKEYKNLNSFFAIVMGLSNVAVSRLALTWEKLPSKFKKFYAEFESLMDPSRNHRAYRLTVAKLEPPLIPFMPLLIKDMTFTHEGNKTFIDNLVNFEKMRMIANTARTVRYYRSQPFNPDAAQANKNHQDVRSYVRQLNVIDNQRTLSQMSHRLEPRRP
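Guanine nucleotide exchange by EPAC2 is measured as reduced fluorescence of BODIPY-GDP once it is released from 250 nM Rap1B. Plates are read kinetically for 30 min at room temperature; results are scaled to 6.5 mM cAMP.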
TDP-43 yeast inh: qHTS of TDP-43 Inhibitors; TDP-43 expressing yeast growth rescue, BacTiter-Glo, 24 h; Potency, µM (highest dose often 46.1 µM), inactives show at the highest dose growth rescue (activation), usual class: activators; 410,000 compounds, 1.8% hits; AID 652104, 2013; also: % of control where 0% means no effect; nearly all actives have a fitted effect of over 50% in size
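Growth rescue of TDP-43-toxic yeast measured as ATP luminescence (BacTiter-Glo). Cells grown to mid-log in raffinose, induced in galactose at OD600=0.02, exposed to compound 24 hr at 30 deg C.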
EPAC2 antag: qHTS for Antagonist of cAMP-regulated guanine nucleotide exchange factor 2 (EPAC2): primary screen; EPAC2 GEF exchange of Rap1B-BODIPY-GDP, fluorescence; 360,000 compounds, 0.18% hits; Potency, µM (titrated, usually from 114 µM), without a hit: at the top dose activity, negative = inhibition, hits mostly inhibitors; Rap guanine nucleotide exchange factor 4 (Homo sapiens), Q8WZA2; also: % is scaled to controls: 0 for no effect and ±100 for the full control effect; nearly all actives have a fitted effect of over 45% in size; many of its hits are not listed in these tables
EPAC1 ag: qHTS for Agonist of cAMP-regulated guanine nucleotide exchange factor 3 (EPAC1): primary screen. Rap guanine nucleotide exchange factor 3 (Homo sapiens), O95398. EPAC1 agonist qHTS, biochemical assay; response scale: 100% = response to 6.5 mM cAMP. Potency, µM (doses to about 154 µM), inactives show at the highest dose activation, most hits filed as activators. 360,000 compounds, 0.073% hits. AID 720707, 2013; also: nearly all actives have a fitted effect of over 60% in size
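EPAC1 100 nM, Rap1B–BODIPY-GDP 250 nM, unlabeled GDP 50 uM; compound titration; 5 min RT; kinetic read ex480/em540 at 5-min intervals ×30 min; data normalized to 6.5 mM cAMP agonist control.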
EPAC1 antagonist: qHTS for Antagonist of cAMP-regulated guanine nucleotide exchange factor 3 (EPAC1): primary screen; Rap guanine nucleotide exchange factor 3 (Homo sapiens), O95398; AID 720709, 2013; Potency, µM (highest dose often 115 µM), for inactives: at the highest dose activity change, negative = inhibition, hits mostly inhibitors; EPAC1 GEF assay, Rap1b-BODIPY-GDP exchange fluorescence; 360,000 compounds, 0.14% hits;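 also: plate controls were vehicle for no effect and positive control for full effect; nearly all actives have a fitted effect of over 50% in size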
FUS suppressor: qHTS for Suppressors of FUS Proteinopathy: Primary screen using FUS-linked yeast assay. S. cerevisiae FUS-expressing, growth rescue, OD600, 24 h. Potency, µM (highest dose often 76.6 µM), without a hit: at the top dose growth rescue (activation), hits mostly activators. 390,000 compounds, 0.24% hits;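 also: plate controls were DMSO vehicle for no effect and reference control for full effect; nearly all actives have a fitted effect of over 55% in size; some results filed as inactive show a strong effect at the top dose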
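S. cerevisiae expressing FUS from galactose induction served as the toxicity model. Growth after 24hr at 30C, read as absorbance at 600 nm, indicates suppression of toxicity; compounds dosed at several concentrations.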
Numbers without * were called inactive; [ ] = another dose, or the depositor's remark. Calls follow the shape of the dose curve; as a rule, active = well fitted curve in the direction sought with a large enough effect; inconclusive = small, poorly fitted or top-dose-only effect, or another doubt; inactive = no such curve, though single readings can be large; an effect the other way counts as inactive or inconclusive. Potency is read from the fitted curve at half-maximal effect.

How did CC1(C)Oc2ccc3ccc(=O)oc3c2/C(=C/NC2CCCCC2)C1=O do in these assays?
PTHR1 ag: -8%[57.5 µM]; aSyn yeast inh: -6%; EPAC2 agonist: 2%; TDP-43 yeast inh: inconclusive; EPAC2 antag: -5%; EPAC1 ag: 9%; EPAC1 antagonist: -10%; FUS suppressor: 43%

How did CC(C)CNC(=O)COC(=O)c1c2c(nc3ccccc13)/C(=C/c1cccs1)CC2 do in these assays?
PTHR1 ag: -56%[inhibitor]; aSyn yeast inh: -2%; EPAC2 agonist: 10%; TDP-43 yeast inh: 1%; EPAC2 antag: 23%; EPAC1 ag: -35%[inhibitor]; EPAC1 antagonist: 30%; FUS suppressor: 44%

How did O=C(O)C(Oc1ccc2ccccc2c1)c1ccccc1 (configuration not stated) do in these assays?
PTHR1 ag: inactive; aSyn yeast inh: 1%; EPAC2 agonist: 3%; TDP-43 yeast inh: -32%[inhibitor]; EPAC2 antag: 0%; EPAC1 ag: -12%; EPAC1 antagonist: 5%; FUS suppressor: -2%

How did CC(C)CN(C(=O)CN1C(=O)C2CCCCC2C1=O)c1c(N)n(Cc2ccccc2)c(=O)[nH]c1=O (configuration not stated) do in these assays?
PTHR1 ag: inactive; aSyn yeast inh: 5%; EPAC2 agonist: -9%; TDP-43 yeast inh: 21%; EPAC2 antag: 5%; EPAC1 ag: -13%; EPAC1 antagonist: 8%; FUS suppressor: 15%

What do the screens show for `COc1ccc(C(=O)NC(=S)N2CCN(c3ccccc3O)CC2)cc1`?
PTHR1 ag: -3%; aSyn yeast inh: 1%; EPAC2 agonist: -4%; TDP-43 yeast inh: 28%; EPAC2 antag: 15%; EPAC1 ag: 10%; EPAC1 antagonist: 12%

Results for CCOC(=O)N1CCN(C(=O)CSc2ccccc2)CC1 ?
PTHR1 ag: inactive; aSyn yeast inh: -9%; EPAC2 agonist: 3%; TDP-43 yeast inh: 19%; EPAC2 antag: 6%; EPAC1 ag: -6%; EPAC1 antagonist: -1%; FUS suppressor: 1%

Results for COc1ccc(/C=C2/SC(=O)N(CCNC(=O)C3CC(=O)N(Cc4ccccc4)C3)C2=O)cc1 (configuration not stated) ?
PTHR1 ag: inactive; aSyn yeast inh: -9%; EPAC2 agonist: 7%; TDP-43 yeast inh: 16%; EPAC2 antag: -3%; EPAC1 ag: 7%; EPAC1 antagonist: -3%; FUS suppressor: 13%

Results for O=C1N[C@@H](c2ccccc2)COC(=O)[C@H](Cc2ccc(F)cc2)C/C=C\C[C@@H]1CC(=O)N(CCO)Cc1ccccc1 ?
PTHR1 ag: 8%; aSyn yeast inh: -3%; EPAC2 agonist: -4%; TDP-43 yeast inh: -16%; EPAC2 antag: 12%; EPAC1 ag: -10%; EPAC1 antagonist: 1%; FUS suppressor: 22µM*

How did COc1ccc(Cl)cc1NC(=O)COc1ccc2c(c1)OCO2 do in these assays?
PTHR1 ag: inactive; aSyn yeast inh: -1%; EPAC2 agonist: 4%; TDP-43 yeast inh: 16%; EPAC2 antag: 7%; EPAC1 ag: 4%; EPAC1 antagonist: -11%; FUS suppressor: -10%

What do the screens show for `CC(=O)Nc1ccc(OCC(O)Cn2c(CO)nc3ccccc32)cc1` (configuration not stated)?
PTHR1 ag: -93%[inhibitor]; aSyn yeast inh: 15%; EPAC2 agonist: -3%; TDP-43 yeast inh: 18%; EPAC2 antag: 3%; EPAC1 ag: -2%; EPAC1 antagonist: -12%; FUS suppressor: -56%[inhibitor]

What do the screens show for `CC(C)(C)Nc1nc(OCC#N)nc(N2CCCCC2)n1`?
PTHR1 ag: -3%; aSyn yeast inh: 9%; EPAC2 agonist: 13%; TDP-43 yeast inh: 18%; EPAC2 antag: -6%[57.1 µM]; EPAC1 ag: -3%; EPAC1 antagonist: -13%; FUS suppressor: 2%

Results for COc1ccc(CCNC(=O)CCOc2cc(C)ccc2C)cc1OC ?
PTHR1 ag: inactive; aSyn yeast inh: 3%; EPAC2 agonist: 1%; TDP-43 yeast inh: 0%; EPAC2 antag: -12%; EPAC1 ag: -6%; EPAC1 antagonist: 15%; FUS suppressor: 15%

Results for Cc1cccc(OCc2n[nH]c(=S)o2)c1 ?
PTHR1 ag: -32%[inhibitor][57.5 µM]; aSyn yeast inh: 7%; EPAC2 agonist: 4%; TDP-43 yeast inh: 22%; EPAC2 antag: 4%[57.1 µM]; EPAC1 ag: 0%; EPAC1 antagonist: -17%; FUS suppressor: 17%

How did O=C1C(CN2CCCC2)CCCC1CN1CCCC1 (configuration not stated) do in these assays?
PTHR1 ag: -19%; aSyn yeast inh: -6%; EPAC2 agonist: 0%; TDP-43 yeast inh: -8%; EPAC2 antag: 4%; EPAC1 ag: -1%; EPAC1 antagonist: 17%

What do the screens show for `COc1ccc(/C=N\NC(=O)COc2ccccc2)c(C(=O)O)c1OC`?
PTHR1 ag: inactive; aSyn yeast inh: 7%; EPAC2 agonist: -7%; TDP-43 yeast inh: -15%[0.397 µM]; EPAC2 antag: 10%; EPAC1 ag: -1%; EPAC1 antagonist: -1%; FUS suppressor: 2%

How did CSc1nc(-c2ccccc2)nc(C(C)C)n1 do in these assays?
PTHR1 ag: -1%; aSyn yeast inh: 0%; EPAC2 agonist: 9%; TDP-43 yeast inh: 13%; EPAC2 antag: -23%; EPAC1 ag: 3%; EPAC1 antagonist: 3%; FUS suppressor: -9%

What do the screens show for `CC1CCN(S(=O)(=O)c2ccc(NC(=O)Cc3cccs3)cc2)CC1`?
PTHR1 ag: inconclusive; aSyn yeast inh: 14%; EPAC2 agonist: 15%; TDP-43 yeast inh: -8%; EPAC2 antag: -14%; EPAC1 ag: 18%; EPAC1 antagonist: inconclusive; FUS suppressor: inconclusive

How did COc1ccc(Nc2cc(C(=O)NCCCOC(C)C)c3ccccc3n2)c(OC)c1 do in these assays?
PTHR1 ag: -11%; aSyn yeast inh: 2%; EPAC2 agonist: 1%; TDP-43 yeast inh: 0%; EPAC2 antag: -11%; EPAC1 ag: -2%; EPAC1 antagonist: -1%; FUS suppressor: -15%

What do the screens show for `Cc1noc(C)c1C(=O)NC(Cc1c[nH]c2ccccc12)C(=O)O` (configuration not stated)?
PTHR1 ag: inactive; aSyn yeast inh: 6%; EPAC2 agonist: 4%; TDP-43 yeast inh: -11%; EPAC2 antag: 20%; EPAC1 ag: 1%; EPAC1 antagonist: 17%; FUS suppressor: -11%

How did CN(C(=O)COc1coc(CN2CCN(c3ccccc3)CC2)cc1=O)c1ccccc1 do in these assays?
PTHR1 ag: -5%; aSyn yeast inh: -1%; EPAC2 agonist: 3%; TDP-43 yeast inh: -19%; EPAC2 antag: 18%; EPAC1 ag: -4%; EPAC1 antagonist: 4%; FUS suppressor: 6%

Quoted at random: 4 compounds from above.
How did O=C(O)C(Oc1ccc2ccccc2c1)c1ccccc1 (configuration not stated) do in these assays?
PTHR1 ag: inactive; aSyn yeast inh: 1%; EPAC2 agonist: 3%; TDP-43 yeast inh: -32%[inhibitor]; EPAC2 antag: 0%; EPAC1 ag: -12%; EPAC1 antagonist: 5%; FUS suppressor: -2%

How did CC(C)CN(C(=O)CN1C(=O)C2CCCCC2C1=O)c1c(N)n(Cc2ccccc2)c(=O)[nH]c1=O (configuration not stated) do in these assays?
PTHR1 ag: inactive; aSyn yeast inh: 5%; EPAC2 agonist: -9%; TDP-43 yeast inh: 21%; EPAC2 antag: 5%; EPAC1 ag: -13%; EPAC1 antagonist: 8%; FUS suppressor: 15%

How did O=C1C(CN2CCCC2)CCCC1CN1CCCC1 (configuration not stated) do in these assays?
PTHR1 ag: -19%; aSyn yeast inh: -6%; EPAC2 agonist: 0%; TDP-43 yeast inh: -8%; EPAC2 antag: 4%; EPAC1 ag: -1%; EPAC1 antagonist: 17%

Results for O=C1N[C@@H](c2ccccc2)COC(=O)[C@H](Cc2ccc(F)cc2)C/C=C\C[C@@H]1CC(=O)N(CCO)Cc1ccccc1 ?
PTHR1 ag: 8%; aSyn yeast inh: -3%; EPAC2 agonist: -4%; TDP-43 yeast inh: -16%; EPAC2 antag: 12%; EPAC1 ag: -10%; EPAC1 antagonist: 1%; FUS suppressor: 22µM*

Following part.
How did O=c1cc(-c2ccc(O)c(O)c2)oc2cc(O)c([C@@H]3O[C@H](CO)[C@@H](O)[C@H](O)[C@H]3O)c(O)c12 do in these assays?
PTHR1 ag: -2%; aSyn yeast inh: 0%; EPAC2 agonist: 7%; TDP-43 yeast inh: 16%; EPAC2 antag: 4%; EPAC1 ag: 7%; EPAC1 antagonist: 0%; FUS suppressor: -25%

Results for Cn1c(=O)oc2cc(S(=O)(=O)N3CCCC(C(=O)Nc4ccccn4)C3)ccc21 (configuration not stated) ?
PTHR1 ag: inactive; aSyn yeast inh: -2%; EPAC2 agonist: 10%; TDP-43 yeast inh: -1%; EPAC2 antag: -3%; EPAC1 ag: -10%; EPAC1 antagonist: -4%; FUS suppressor: -10%

What do the screens show for `Cc1ccc(C)c(NC(=O)c2ccccc2NS(=O)(=O)c2cc([N+](=O)[O-])ccc2C)c1`?
PTHR1 ag: -29%; aSyn yeast inh: 1%; EPAC2 agonist: -5%; TDP-43 yeast inh: 0%; EPAC2 antag: inconclusive; EPAC1 ag: -2%; EPAC1 antagonist: -3%; FUS suppressor: 8%

Results for COC(=O)C1=C(C)NC(=O)/C1=C\c1cc(C)n(-c2ccccc2C)c1C ?
PTHR1 ag: -4%[57.5 µM]; aSyn yeast inh: -12%; EPAC2 agonist: 11%; TDP-43 yeast inh: -6%; EPAC2 antag: -9%; EPAC1 ag: 9%; EPAC1 antagonist: -23%; FUS suppressor: inconclusive

How did Nc1ncc(Br)cc1S(=O)(=O)NCCC(=O)NC1CCCCC1 do in these assays?
PTHR1 ag: -7%; aSyn yeast inh: -1%; EPAC2 agonist: -6%; TDP-43 yeast inh: -16%; EPAC2 antag: 5%; EPAC1 ag: -2%; EPAC1 antagonist: 7%; FUS suppressor: 13%

From PubChem

An excerpt; count on the stated rates, not on these rows.
